Compound activity (PubChem)
TbPYK inhibitor = blocks Trypanosoma brucei pyruvate kinase. Q57TT1. 0.12% of 410,000 active. TbPYK enzyme, Kinase-Glo Plus ATP luminescence, 45 min. Potency, µM (top dose mostly 76.8 µM), inactives show top-dose activity, negative = inhibition, usual class: inhibitors; note: potency is the fitted concentration of half-maximal effect; % is set by controls: 0 for no effect and ±100 for the full control effect; nearly all actives have a fitted effect of over 50% in size
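Quantitative HTS: titrated library compounds versus trypanosomal pyruvate kinase in TEA buffer (pH 7.2) containing KCl, MgCl2, BSA and Tween-20. Reactions were initiated with ADP, 130 uM final. Kinase-Glo Plus luminescence was read after 45 min at RT.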
LmPK inhibitor = LmPK (Leishmania mexicana) enzyme inhibition; Q27686; purified LmPK, Kinase-Glo ATP luminescence, 1 h; Potency, µM (top dose mostly 57.5 µM), inactives show top-dose activity change, negative = inhibition, usual class: inhibitors; 0.37% of 290,000 active; AID 1721; note: potency is the fitted concentration of half-maximal effect; % is set by controls: 0 for no effect and ±100 for the full control effect
Target sequence (Q27686 whole entry, looked up): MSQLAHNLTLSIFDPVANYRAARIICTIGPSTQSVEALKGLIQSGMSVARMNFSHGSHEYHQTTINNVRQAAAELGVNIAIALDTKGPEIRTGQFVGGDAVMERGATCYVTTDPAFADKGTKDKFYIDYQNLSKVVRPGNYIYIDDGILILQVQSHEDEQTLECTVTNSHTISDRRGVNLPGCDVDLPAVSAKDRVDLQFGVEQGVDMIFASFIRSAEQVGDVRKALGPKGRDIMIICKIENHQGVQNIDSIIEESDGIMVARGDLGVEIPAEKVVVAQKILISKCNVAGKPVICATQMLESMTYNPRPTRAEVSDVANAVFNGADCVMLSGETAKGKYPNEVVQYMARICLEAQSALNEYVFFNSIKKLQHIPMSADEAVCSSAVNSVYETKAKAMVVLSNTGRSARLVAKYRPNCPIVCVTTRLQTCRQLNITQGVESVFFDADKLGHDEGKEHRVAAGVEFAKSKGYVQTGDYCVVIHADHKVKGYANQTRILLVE
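Kinase-Glo luminescence read after 1 h RT reaction of 0.1 nM LmPK with 0.5 mM PEP and 0.1 mM ADP. Activity scaled between uninhibited and enzyme-free controls.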
Pf growth 48h = P. falciparum growth inhibition at 48 hours (one generation); P. falciparum luciferase growth in erythrocytes, 48 h; Potency, µM (titrated, usually from 28.7 µM), inactives show at the top dose activity change, negative = inhibition, actives largely listed as inhibitors; 5.9% of 310,000 active; note: potency is the fitted concentration of half-maximal effect; % is set by controls: 0 for no effect and ±100 for the full control effect
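Erythrocytes infected with P. falciparum carrying an integrated firefly luciferase reporter (2% hematocrit, 0.1% parasitemia final) were exposed to compounds in RPMI 1640 with 0.5% Albumax at 37 C, 5% CO2. Growth inhibition was scored as reduced luminescence.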
Shiga inhibitor = inhibitors of Shiga toxin in Vero cells | Vero cells, Shiga toxin protein synthesis inhibition reporter | AID 2315 | 9.2% of 290,000 active | inhibition, % at 38.7 µM; in the data active = inhibition mostly above about 28%, no sharp cut-off; inactive = mostly below about 43%; note: 0% is about no effect
Pf growth 96h = inhibits malaria parasite growth, 96 h. P. falciparum luciferase reporter growth, 96 h. Potency, µM (series often up to 28.7 µM), inactives show at the highest dose activity change, negative = inhibition, hits mostly inhibitors. 6.9% of 320,000 active. AID 504834; note: potency is the fitted concentration of half-maximal effect; % is set by controls: 0 for no effect and ±100 for the full control effect
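Two parasite generations (96 h, 37 C, 5% CO2) of compound exposure in infected erythrocytes (0.05% parasitemia, 2% hematocrit). Luciferase-reporter P. falciparum; decreased luminescence indicates inhibited growth, aimed at apicoplast-acting delayed death.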
AmpC no deterg = blocks E. coli AmpC beta-lactamase in detergent-free assay; 0.52% of 330,000 active; AmpC nitrocefin hydrolysis, absorbance 480 nm, 0.0001% Triton; Potency, µM (highest dose often 57.1 µM), inactives show at the highest dose activity change, negative = inhibition, hits mostly inhibitors; AID 485341;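 note: potency is the fitted concentration of half-maximal effect; plate controls were no compound for no effect and no enzyme for full effect; nearly all actives have a fitted effect of over 20% in size; some results filed as inactive show a strong effect at the top dose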
Target sequence (P00811 whole entry, looked up): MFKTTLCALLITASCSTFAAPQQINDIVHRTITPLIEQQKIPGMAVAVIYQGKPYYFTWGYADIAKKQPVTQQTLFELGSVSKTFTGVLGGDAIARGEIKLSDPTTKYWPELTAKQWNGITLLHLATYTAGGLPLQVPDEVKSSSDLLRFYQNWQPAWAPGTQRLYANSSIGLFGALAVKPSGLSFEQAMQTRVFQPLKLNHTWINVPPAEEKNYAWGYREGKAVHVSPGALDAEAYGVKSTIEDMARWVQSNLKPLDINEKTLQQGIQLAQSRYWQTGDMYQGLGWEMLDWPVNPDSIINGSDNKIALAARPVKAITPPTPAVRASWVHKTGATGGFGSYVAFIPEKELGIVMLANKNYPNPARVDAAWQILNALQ
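AmpC (5.3 nM in the dispensed reagent) in 20 mM phosphate pH 7.0 with 0.01% (detergent screen) or 0.0001% Triton X-100 was preincubated with compounds for 15 min at room temperature. Nitrocefin was then added from an 800 uM solution, and hydrolysis was followed at 480 nm.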
Cycloheximide cs = affects cycloheximide protein synthesis inhibition readout, counter-screen; cell reporter, cycloheximide protein synthesis inhibition counterscreen; max response, %; 12% of 300,000 active; AID 2314; in the data active = max response mostly above about 13%, no sharp cut-off; inactive = mostly below about 14%; note: read at 38.3 µM for the half of the compounds with a filed dose; 0% is about no effect
An asterisk follows results filed as active; ? = inconclusive; . = not tested or not shown; & = joins results of further samples; [ ] = dose if it differs, or a comment. Unless noted, calls come from the whole dose curve; as a rule, active = well fitted curve in the direction sought with a large enough effect; inconclusive = small, poorly fitted or top-dose-only effect, or another doubt; inactive = no such curve, though single readings can be large; an effect the other way counts as inactive or inconclusive.

Molecule	TbPYK inhibitor	LmPK inhibitor	Pf growth 48h	Shiga inhibitor	Pf growth 96h	AmpC no deterg	Cycloheximide cs
CC(C)c1nnc(NC(=O)CCC(=O)NCc2ccco2)s1	-7%	2%	-3%	-4	2%	-10%	-6
COc1cccc(C2(O)CCN(CC(=O)NCC3CC3)CC2)c1	1%	3%	-6%	-4	47%[activator]	-23%	7
CN1CCN(NC(=O)c2cccc(F)c2)CC1	10%	6%	2%	-13	111%[activator]	-4%	-5
Cn1c(=O)c2nc3ccccc3nc2n(C)c1=O	3%	-9%	22%	-6	?	-13%	0
c1cnc(SCCOc2ccc3c(c2)CCC3)nc1	0%	-2%	.	75*	326%[activator]	-9%	36*
CC(Sc1ncnc2ccccc12)C(=O)Nc1ccc2c(c1)OCCO2 (stereo not drawn)	-9%	3%	2%	-2	94%[activator]	11%	14
COc1cc(/C=N/NC(=O)c2sc(N)c(C#N)c2C)cc(Br)c1O	-13%	-2%	?	-1	?	-41%	-3
Cc1cc(C)cc(OCC(=O)O/N=C(\N)c2cccnc2)c1	0%	-4%	?	34	33%[activator]	17%	16*
CN(C)CCN1CCc2ccccc21	-4%	3%	?	-6	-4%	.	1
CCn1cc(Br)c(C(=O)Nc2sc3c(c2C(N)=O)CCCC3)n1	-11%	-11%	12%	-14	18%	-19%	-1
CC(C)(C)N=C(NS(=O)(=O)c1cccs1)c1ccccc1	-2%	3%	9%	-12	7%	-15%	-4
COc1ccnc(Nc2cccc(C)c2)c1C#N	6%	4%	22%	-6	6%	-2%	2
CCc1ccc2[nH]cc(C(=O)N3CCCCCC3)c(=O)c2c1	-3%	-6%	20%	-4	1%[5.75 µM]	-17%	-5
Cc1ccc(S(=O)(=O)NCc2ccc(C(=O)NC3CCCCC3)cc2)cc1	0%	-9%	-4%	-6	?	1%	-10
Cc1cccc(CN2CCN(CC(=O)NCCCN3CCCC3=O)C2=O)c1	-6%	-8%	1%	-7	?	-13%	-2
CCOC(=O)C(NC(C)=O)(NS(=O)(=O)c1ccccc1)C(F)(F)F (stereo not drawn)	-2%	6%	7%	-10	?	-17%	-2
COc1ccc(/C=N/Nc2nncc3ccccc23)cc1	?	11µM*	38%[activator]	9	-16%	6%	25*
CCOC(=O)CCCNC(=O)COC(=O)CCC(=O)c1ccc(F)cc1	3%	5%	.	-33	48%[activator]	-4%	-11
C=CCNC(=O)c1ccccc1S(=O)c1ccccc1C#N (stereo not drawn)	-16%	0%	10%	-26	0%	-10%	-5
COc1ccccc1N1CCN(C(=O)CCNS(=O)(=O)c2ccc3c(c2)CCC(=O)N3)CC1	4%	0%	?	-7	.	7%	-1
Cc1c(CCO)sc[n+]1CC(=O)OC12CC3CC(CC(C3)C1)C2	-4%	-4%	?	-8	-14%	-7%	-3
CC(=O)N1CC(=O)N=C1SCC(=O)Nc1nc(-c2ccccc2)c(-c2ccccc2)s1	-8%	0%	15µM*	20	?	10%	7
Cn1c(N2CCOCC2)c(C=O)c2ccccc21	3%	6%	37%[0.00184 µM]	-1	4%	-13%	-3
O=CC(=O)c1ccccc1	-4%	.	37%[activator]	.	60%[activator]	-16%	.
Cc1ccc(C)c(C(=O)CSc2nc(N)cc(=O)[nH]2)c1	0%	-4%	12%	-5	6%	-16%	-1
Cc1cc(C)c2c(n1)nn1c(NCCCn3ccnc3)cc(C)nc21	.	1%	10%	3	?	-10%	-5
COCCNCC(=O)N1c2ccccc2Sc2ccccc21	27%	0%	9%	-3	?	-8%	-2
Cc1nnc2ccc(-c3ccc(NC(=O)Cc4cccs4)cc3)nn12	-7%	1%	38%[activator]	-10	9.3µM*	-34%	2
COc1ccccc1NC(=O)c1cc2n(n1)C(C(F)(F)F)CC(c1ccc3c(c1)OCO3)N2 (stereo not drawn)	-6%	-2%	?	1	77%[activator]	-25%	-3
O=C(CN1CCCCC1)Nc1nnc(-c2ccc([N+](=O)[O-])cc2)s1	1%	7%	-63%	56	101%[activator]	-37%	21*
O=C(CCn1c(=O)c2cccn2c2ccccc21)Nc1ccc(F)cc1	22%&3%	1%	?	30	?	-41%	8
CN1CCN(c2ccc(NC(=O)c3cc([N+](=O)[O-])ccc3N3CCOCC3)cc2)CC1	-2%	2%	20%	-2	-14%	-6%	12
CCOC(=O)C1=C(O)/C(=C\c2ccc(OC)c(OC)c2)N=C1C	0%	7%	?	-19	?	-16%	-3
CC(=O)Nc1nnc(SCc2ccc(C(=O)Nc3ccccc3F)cc2)s1	-18%	4%	?	31	?	-43%	17
O=C(NCC(c1cccnc1)N1CCN(c2ccccc2F)CC1)Oc1ccccc1 (stereo not drawn)	-7%	4%	.	-4	0%	175%[activator]	6
Cc1ccc(NC(=S)N2CCN(S(=O)(=O)c3ccccc3)CC2)cc1C	-3%	1%	-10%	-12	?	-27%	-3
Nc1nc(N)nc(-c2cc(Cl)ccc2Cl)n1	-12%&-4%	.	-5%	-8	8.5µM*	.	4
Cc1occc1C(=O)N/N=C/c1ccc(Cl)c([N+](=O)[O-])c1	-10%	-7%	7%	56*	-7%	-18%	37*
O=C1CC(N(O)c2ccccc2)C(=O)N1c1cc(Cl)cc(Cl)c1 (stereo not drawn)	16%	3%	28%	38	25%	-41%	14
COc1cccc(NC(=O)COC(=O)c2c(C)nn(-c3ccccc3)c2C)c1	-2%	.	10%	.	25%	0%	.
CN(C(=O)CSc1cc(C(=O)c2nccn2C)c2ccccc2n1)c1ccccc1	-1%	0%	?	11	-16%	118%[activator]	-1
CCN1CCN(C(=O)Cn2ncc3c([nH]c4ccc(C)cc43)c2=O)CC1	1%	-8%	37%[activator]	-9	-6%	-27%	7
Cc1cc(C(F)(F)F)nn1C(=O)c1cccnc1Cl	-5%	-2%	.	-12	.	-5%	-4
COc1ccc(S(=O)(=O)N2CCCCC2)cc1NC(=O)C1CCCO1 (stereo not drawn)	4%	1%	0%	6	-19%	-21%	11
COC(=O)c1[nH]c2ccc(Br)cc2c1NC(=O)Oc1ccccc1	-2%	0%	-15%	52*	91%[activator]	-27%	47*
CCCN1C(=O)c2cc(C(=O)Nc3ccc(OC)cc3OC)ccc2C1Nc1ccc(OC)cc1OC (stereo not drawn)	-4%	16%	?	-4	?	156%[activator]	6
O=c1[nH]c(=O)n(Cc2ccc(Oc3ccccc3)cc2)cc1Br	.	4%	4%	-5	17%	-31%	-2
O=C(NCc1n[nH]c(=O)c2ccccc12)C1CC(=O)N(c2ccc(Cl)cc2)C1 (stereo not drawn)	-6%	.	4%	.	52%[activator]	-22%	.

Taken from the results shown (16 entries):
Molecule	TbPYK inhibitor	LmPK inhibitor	Pf growth 48h	Shiga inhibitor	Pf growth 96h	AmpC no deterg	Cycloheximide cs
CCOC(=O)C1=C(O)/C(=C\c2ccc(OC)c(OC)c2)N=C1C	0%	7%	?	-19	?	-16%	-3
CC(=O)Nc1nnc(SCc2ccc(C(=O)Nc3ccccc3F)cc2)s1	-18%	4%	?	31	?	-43%	17
O=C(NCC(c1cccnc1)N1CCN(c2ccccc2F)CC1)Oc1ccccc1 (stereo not drawn)	-7%	4%	.	-4	0%	175%[activator]	6
Cc1ccc(NC(=S)N2CCN(S(=O)(=O)c3ccccc3)CC2)cc1C	-3%	1%	-10%	-12	?	-27%	-3
Nc1nc(N)nc(-c2cc(Cl)ccc2Cl)n1	-12%&-4%	.	-5%	-8	8.5µM*	.	4
Cc1occc1C(=O)N/N=C/c1ccc(Cl)c([N+](=O)[O-])c1	-10%	-7%	7%	56*	-7%	-18%	37*
O=C1CC(N(O)c2ccccc2)C(=O)N1c1cc(Cl)cc(Cl)c1 (stereo not drawn)	16%	3%	28%	38	25%	-41%	14
COc1cccc(NC(=O)COC(=O)c2c(C)nn(-c3ccccc3)c2C)c1	-2%	.	10%	.	25%	0%	.
CN(C(=O)CSc1cc(C(=O)c2nccn2C)c2ccccc2n1)c1ccccc1	-1%	0%	?	11	-16%	118%[activator]	-1
CCN1CCN(C(=O)Cn2ncc3c([nH]c4ccc(C)cc43)c2=O)CC1	1%	-8%	37%[activator]	-9	-6%	-27%	7
Cc1cc(C(F)(F)F)nn1C(=O)c1cccnc1Cl	-5%	-2%	.	-12	.	-5%	-4
COc1ccc(S(=O)(=O)N2CCCCC2)cc1NC(=O)C1CCCO1 (stereo not drawn)	4%	1%	0%	6	-19%	-21%	11
COC(=O)c1[nH]c2ccc(Br)cc2c1NC(=O)Oc1ccccc1	-2%	0%	-15%	52*	91%[activator]	-27%	47*
CCCN1C(=O)c2cc(C(=O)Nc3ccc(OC)cc3OC)ccc2C1Nc1ccc(OC)cc1OC (stereo not drawn)	-4%	16%	?	-4	?	156%[activator]	6
O=c1[nH]c(=O)n(Cc2ccc(Oc3ccccc3)cc2)cc1Br	.	4%	4%	-5	17%	-31%	-2
O=C(NCc1n[nH]c(=O)c2ccccc12)C1CC(=O)N(c2ccc(Cl)cc2)C1 (stereo not drawn)	-6%	.	4%	.	52%[activator]	-22%	.

The results go on.
Molecule	TbPYK inhibitor	LmPK inhibitor	Pf growth 48h	Shiga inhibitor	Pf growth 96h	AmpC no deterg	Cycloheximide cs
Cn1cc(CN2CCC(C(O)CCc3ccccc3)CC2)c(-c2ccccc2F)n1 (stereo not drawn)	-6%	-2%	?	1	?	92%[activator]	6
O=C(CC1Sc2ccccc2NC1=O)OCc1cc(=O)oc2cc(O)ccc12 (stereo not drawn)	-3%	2%	-12%	19	4.7µM*	?	1
CCN(C(=O)COC(=O)/C=C/c1ccco1)c1c(N)n(Cc2ccccc2)c(=O)[nH]c1=O	1%	.	-23%	.	-26%	1%	.
CCn1cc(C(=O)N2CCN(c3ccc(OC)cc3)CC2)c(=O)c2cc(S(=O)(=O)N3CCCCC3)ccc21	1%	-1%	?	15	151%[activator]	112%[activator]	-5
Cc1ccccc1NC(=S)Nc1cccc2cnccc12	-11%	5%	5.2µM*	54*	9.3µM*	-18%	24*
CCN(CC)S(=O)(=O)c1ccc(-c2nnc(SCC(=O)N3CCc4ccccc43)o2)cc1	2%	-1%	-4%	-14	.	-15%	3
Cc1cnccc1CN(C)C(=O)C1CCC(=O)N(Cc2ccccc2F)C1 (stereo not drawn)	12%	2%	-20%	-2	?	-2%	10
Cc1ccccc1NC(=S)NC(C)CCc1ccccc1 (stereo not drawn)	-1%	1%	?	-3	13µM*	-16%	-2
